PGK inhibitor = blocks T. brucei phosphoglycerate kinase; P07378; PGK/GAPDH coupled, Kinase-Glo luminescence, 60 min; Potency, µM (series often up to 57.5 µM), for inactives: top-dose activity change, negative = inhibition, hits mostly inhibitors; 0.043% of 380,000 active; AID 602233; note: % is set by controls: 0 for no effect and ±100 for the full control effect; nearly all actives have a fitted effect of over 60% in size
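Recombinant glycosomal PGK reaction used 1,3-bisphosphoglycerate generated in-well by GAPDH (100nM final) in 100mM TEA pH 7.6, 5mM MgCl2, 0.01% Tween-20. After 60 minutes at room temperature, ATP was read by Kinase-Glo Plus luminescence end-point.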
JMJD2A Tudor = JMJD2A Tudor domain (human) inhibition; O75164; AlphaScreen JMJD2A-Tudor / H3K4me3 peptide binding; Potency, µM (doses to about 114 µM), for the others: at the top dose activity change, negative = inhibition, actives largely listed as inhibitors; 4.4% of 390,000 active; note: % is set by controls: 0 for no effect and ±100 for the full control effect; nearly all actives have a fitted effect of over 50% in size
Target sequence (O75164 whole entry, looked up, the tested form may be a part): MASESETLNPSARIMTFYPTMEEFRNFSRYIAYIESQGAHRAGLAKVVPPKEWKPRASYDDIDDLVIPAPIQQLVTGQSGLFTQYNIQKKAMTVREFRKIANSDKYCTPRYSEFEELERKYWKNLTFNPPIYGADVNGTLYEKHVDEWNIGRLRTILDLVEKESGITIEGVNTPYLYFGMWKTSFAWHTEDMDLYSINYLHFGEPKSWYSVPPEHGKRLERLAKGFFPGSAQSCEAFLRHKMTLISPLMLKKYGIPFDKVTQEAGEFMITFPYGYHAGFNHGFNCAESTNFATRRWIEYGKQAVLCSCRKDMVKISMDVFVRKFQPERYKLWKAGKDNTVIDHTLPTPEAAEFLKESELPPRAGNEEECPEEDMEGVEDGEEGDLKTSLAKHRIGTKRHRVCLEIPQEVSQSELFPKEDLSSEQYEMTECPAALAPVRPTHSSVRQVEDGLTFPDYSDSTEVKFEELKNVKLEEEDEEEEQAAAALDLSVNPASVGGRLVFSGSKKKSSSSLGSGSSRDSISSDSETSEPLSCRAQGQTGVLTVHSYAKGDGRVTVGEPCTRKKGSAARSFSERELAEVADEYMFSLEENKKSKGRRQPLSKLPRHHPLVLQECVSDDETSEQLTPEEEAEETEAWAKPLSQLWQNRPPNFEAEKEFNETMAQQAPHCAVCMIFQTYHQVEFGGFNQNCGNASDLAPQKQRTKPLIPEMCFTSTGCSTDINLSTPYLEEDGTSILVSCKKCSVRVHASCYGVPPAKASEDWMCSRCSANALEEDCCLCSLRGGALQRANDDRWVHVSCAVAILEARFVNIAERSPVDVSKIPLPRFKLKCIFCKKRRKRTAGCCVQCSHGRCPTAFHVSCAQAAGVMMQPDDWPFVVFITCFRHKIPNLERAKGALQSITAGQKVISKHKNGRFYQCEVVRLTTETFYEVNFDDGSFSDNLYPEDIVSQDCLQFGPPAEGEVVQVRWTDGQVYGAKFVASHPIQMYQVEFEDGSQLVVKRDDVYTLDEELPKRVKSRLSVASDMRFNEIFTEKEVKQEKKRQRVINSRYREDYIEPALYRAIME
GLS inh = glutaminase GLS (human) inhibition; O94925; GLS enzymatic activity, qHTS titration; Potency, µM (highest dose often 45.5 µM), for the others: top-dose activity change, negative = inhibition, actives largely listed as inhibitors; 0.21% of 410,000 active; note: % is set by controls: 0 for no effect and ±100 for the full control effect
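hKGA; 45 mM KH2PO4 pH 8.2 + 0.02% Tween-20; cpd via pin tool; 1 mM Gln soln; GluOx/HRP/Amplex Red; RT 30 min; fluor. t0 & final.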
rTrxR1 inhibitor = blocks rat thioredoxin reductase 1; O89049; recombinant rTrxR1, NADPH fluorescence consumption, selenite substrate; Potency, µM (highest dose often 114 µM), for inactives: at the highest dose activity change, negative = inhibition, hits mostly inhibitors; 1% of 390,000 active; note: % is set by controls: 0 for no effect and ±100 for the full control effect; nearly all actives have a fitted effect of over 65% in size
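Rat TrxR1 (90 nM in the dispensed reagent) was pre-reduced with 400 uM NADPH for 5 min at room temperature, then incubated with compound for 15 min. After 400 uM selenite was added, NADPH fluorescence (Ex 340/Em 450 nm) was followed for 8 min.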
Pin1 inh = inhibitors of human Pin1; Q13526; Pin1 FP peptide displacement, HiFluor488, 10 min; Potency, µM (series often up to 115 µM), for inactives: at the highest dose activity, negative = inhibition, most hits filed as inhibitors; 0.009% of 390,000 active; AID 504891; active = well fitted inhibition curve with a large enough effect in the polarisation, with a control signal flat, not every such curve was filed as active; inconclusive = small, poorly fitted or top-dose-only effect, or effect the other way, or a change in a side signal; inactive = no such curve, though single readings can be large or run the other way; the % refers to the polarisation; note: % is set by controls: 0 for no effect and ±100 for the full control effect
ERG-DNA inh = blocks human ERG Ets domain binding to DNA. fluorescence polarization, His-ERG Ets domain / labelled DNA. Potency, µM (series often up to 76.9 µM), inactives show top-dose FP activity, negative = inhibition, usual class: inhibitors. 0.028% of 370,000 active. AID 624246; active = well fitted inhibition curve with a large enough effect in the polarisation, with a control signal flat; inconclusive = small, poorly fitted or top-dose-only effect, or effect the other way, or a change in a side signal; inactive = no such curve, though single readings can be large or run the other way; the % refers to the polarisation;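 note: polarization taken with two DNA probes labelled with fluorescein and Texas red; % of control where 0% means no effect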
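His-tagged ERG Ets domain (1 uM in the protein solution; 300mM KCl, 50mM Tris-HCl, 1mM EDTA, 1mM DTT, pH 7.5) received compound, then a probe mix of 5 nM fluorescein-DNA and 100nM Texas-615-DNA. Fluorescence polarization was read for both dyes.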
12-LOX inh = ALOX12 (human) lipoxygenase inhibition. P18054. purified 12hLO, xylenol orange hydroperoxide absorbance. Potency, µM (doses to about 108 µM), inactives show at the highest dose activity change, negative = inhibition, most hits filed as inhibitors. 1.1% of 580,000 active. AID 1671190; note: % is set by controls: 0 for no effect and ±100 for the full control effect
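Purified human 12hLO (150 nM final) in 25 mM Hepes, 0.01% Triton X-100, pH 7.0 was preincubated 15 min at room temperature with compound. Then 40 uM arachidonic acid was added, 30 min. Hydroperoxide was read by Fe-XO absorbance ratio 573/405 nm.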
RGS4 inh = human RGS4 inhibition | AID 504845 | P49798 | Transcreener GDP fluorescence polarization, RGS4-accelerated GTP hydrolysis | Potency, µM (highest dose often 114 µM), without a hit: top-dose activity change, negative = inhibition, usual class: inhibitors | 0.039% of 390,000 active; note: % is set by controls: 0 for no effect and ±100 for the full control effect; nearly all actives have a fitted effect of over 75% in size; some results filed as inactive show a strong effect at the top dose
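MLSMR compounds (23 nl, pin-transferred) preincubated 10 min at room temperature with a 500nM (2x) first reagent, then RGS4 at 900nM (2x) plus Transcreener GDP mix added; fluorescence polarization (620/688 nm) read before and after 90 min at 30 °C.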
HP1b binding inh = blocks HP1-beta chromodomain binding to methylated histone tails. Potency, µM (titrated, usually from 114 µM), without a hit: at the highest dose activity change, negative = inhibition, hits mostly inhibitors. AID 540317. P83916. AlphaScreen HP1-beta / biotin-H3K9me3 peptide binding. 0.56% of 390,000 active; note: nearly all actives have a fitted effect of over 70% in size; inactives centre near 23
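Compound inhibition of the preformed complex between 50 nM HP1-beta and 50 nM biotinylated H3K9me3 peptide was read by AlphaScreen. Buffer was PBS pH 7.4 with 0.01% Tween-20. Incubations ran 30 min at room temperature, with 10 ug/mL donor/acceptor beads.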
The depositor's hits bear a star; i = inactive; ? = inconclusive; . = not tested or not shown; & = joins results of further samples; [ ] = dose if it differs, or a comment. Unless noted, calls come from the whole dose curve; as a rule, active = well fitted curve in the direction sought with a large enough effect; inconclusive = small, poorly fitted or top-dose-only effect, or another doubt; inactive = no such curve, though single readings can be large; an effect the other way counts as inactive or inconclusive. Potency is the fitted concentration of half-maximal effect. These rows are one share of the data; the hit share may differ from the screen's.

HP1b binding inh	JMJD2A Tudor	GLS inh	PGK inhibitor	RGS4 inh	rTrxR1 inhibitor	ERG-DNA inh	12-LOX inh	Pin1 inh	Compound
26%	-1%	-11%	10%	-1%	-3%[57.1 µM]	0%	-7%	1%	O=C(Nc1cc(F)ccc1F)C1CCN(S(=O)(=O)c2cccc3nonc23)CC1
3%	-34%	10%	-8%	-4%	14%	-8%	120%[activator]	-4%	COc1cc(N/N=C(\C)c2ccc(N)cc2)nc(-c2ccccc2)n1
4%	-30%	9%	7%	-17%	15%	-2%	-23%	1%	NS(=O)(=O)c1cccc(NC(=O)COC(=O)CCCc2c[nH]c3ccccc23)c1
19%	0%	.	-2%	-7%	6%	-1%	-2%	0%	CCOC(=O)N1CCN(C(=O)c2ccc(NC(=O)CC)cc2)CC1
48%[activator]	-5%	10%	3%	-13%	-9%[57.1 µM]	3%	-2%	-5%	Cc1nc2ccccc2cc1C(=O)N/N=C/c1cccc([N+](=O)[O-])c1
21%	-30%	30%[activator]	i	-2%	-52%	9%	11%	8%	CCN(CC)S(=O)(=O)c1cccc(C(=O)N/N=C/c2ccc([N+](=O)[O-])o2)c1
34%	-6%	2%	-10%	-17%	19%	-2%	?	0%	CC(C)Oc1ccc(CNC(=S)Nc2ccccc2)cc1Cl
-24%	?	3%	5%	-15%[56.9 µM]	-24%	6%	-18%	0%	Cc1ccccc1N1CCN(C(=S)c2ccc(-c3cccc([N+](=O)[O-])c3)o2)CC1
105%[activator]	57%[activator]	-1%	-5%	-7%	4%[57.1 µM]	-6%	99%[activator]	-2%	O=S(=O)(CCSc1ccc(C(F)(F)F)cn1)c1ccc(Cl)cc1
16%	-7%	1%	5%	4%	-4%[57.1 µM]	5%	0%	-7%	CCS(=O)(=O)N1Cc2ccccc2CC1C(=O)Nc1nnc(C2CC2)s1 (configuration not stated)
37%	-19%	-4%	-5%	13%	35%	-9%	2%	-7%	O=C(NC1CC1)C1CCCN(C(=O)NC2CCCCC2)C1 (configuration not stated)
19%	-17%	-5%	-2%	-19%	12%[57.1 µM]	-5%	-8%	?	COc1ccc2nc3ccccc3nc2c1NC(=O)c1ccc(Cl)cc1

Whole records as entered above:
`CCN(CC)S(=O)(=O)c1cccc(C(=O)N/N=C/c2ccc([N+](=O)[O-])o2)c1` across the screens: HP1b binding inh: 21%; JMJD2A Tudor: -30%; GLS inh: 30%[activator]; PGK inhibitor: i; RGS4 inh: -2%; rTrxR1 inhibitor: -52%; ERG-DNA inh: 9%; 12-LOX inh: 11%; Pin1 inh: 8%
`CC(C)Oc1ccc(CNC(=S)Nc2ccccc2)cc1Cl` across the screens: HP1b binding inh: 34%; JMJD2A Tudor: -6%; GLS inh: 2%; PGK inhibitor: -10%; RGS4 inh: -17%; rTrxR1 inhibitor: 19%; ERG-DNA inh: -2%; 12-LOX inh: ?; Pin1 inh: 0%

More records follow:
HP1b binding inh	JMJD2A Tudor	GLS inh	PGK inhibitor	RGS4 inh	rTrxR1 inhibitor	ERG-DNA inh	12-LOX inh	Pin1 inh	Compound
8%	-18%	-2%	-2%	-8%	-1%	12%	-19%	8%	COC(=O)C1NN=C(C(=O)c2ccc(Cl)cc2)C1c1ccc(OC)cc1 (configuration not stated)
5%	-31%	1%	i	1%	13%	8%	1%	?	COc1ccc2c(C)cc(SCC(=O)N(C)C3CCS(=O)(=O)C3)nc2c1 (configuration not stated)
19%[57 µM]	-2%	4%	i	-9%	11%	2%	0%	-5%	Cc1cc(=O)n2nc(N3CCCC(C(=O)NCc4ccc(Cl)cc4)C3)sc2n1 (configuration not stated)
21%	4%	-1%	0%	-36%	14%[57.1 µM]	4%	5%	2%	O=C(NCc1cccnc1)c1nc(-c2cccs2)no1
17%	0%	8%	-4%	8%	27%[57.1 µM]	-9%	-25%	0%	CCOC(=O)N1CCN(C(=O)c2ccccc2N(C)S(C)(=O)=O)CC1
54%[activator]	4%	0%	6%	-23%	20%[57.1 µM]	-7%	-21%	5%	CC(C)NC(=O)c1onc(CSc2ccncc2)c1C(=O)NC(C)C
11%	-14%	-6%	-9%	-4%	20%[57.1 µM]	1%	-28%	-4%	Cc1cn2c(=O)cc(COC(=O)c3cccc(NC(=O)c4ccc(C(C)(C)C)cc4)c3)nc2s1
66%[activator]	-18%	-6%	1%	-13%	15%[57.1 µM]	7%	0%	-14%	COc1ccc(S(=O)(=O)Nc2ccccc2)cc1OC
18%	-18%	1%	9%	3%	7%	8%	3%	1%	CC[C@@]1(C(=O)OC)N[C@H](CN(C)C(=O)Nc2ccc(Cl)cc2)[C@@H]2C(=O)N(Cc3ccccc3)C(=O)[C@@H]21
0%&43%	-21%&0%	-4%&0%	0%&-2%	9%[11.4 µM]	19%	7%&-2%	11%&-11%	3%&3%	Cc1cccc(NC(=O)COC(=O)CCCC2=NS(=O)(=O)c3ccccc3N2)c1
28%	-3%	0%	i	-25%	4%[57.1 µM]	0%	-1%	-2%	O=C(Cn1cc(C(F)(F)F)ccc1=O)N/N=C/c1cccc(Cl)c1
14%	-18%	-3%	-4%	19%	0%	-14%	-6%	-2%	COc1ccccc1/C=C(/C(=O)OCC(N)=O)c1ccccc1
14%	-6%	-9%	2%	-12%	4%	-13%	3%	0%	Cc1cc(NC(=O)CN2C(=O)NC(CC(C)C)C2=O)no1 (configuration not stated)
40%[activator]	-8%	1%	2%	-8%	16%	-16%	-10%	-8%	CCOC(=O)c1ccc(N2C(=O)c3n[nH]c(C)c3C2c2ccc(C(C)C)cc2)cc1 (configuration not stated)
55%[activator]	-9%	0%	-2%	0%	10%	?	0%	4%	COc1ccc(OCCn2c(=O)sc3ccccc32)cc1
50%[activator]	1%	0%	-8%	-3%	34%	1%	?	-11%	CSc1nn2c(C(F)(F)F)cc(C(F)(F)F)nc2c1C(N)=O
50%[activator]	-15%	20%	i	?	-18%	-2%	38%[activator]	9%	CCCc1[nH]nc2c1C(c1ccccc1OCC)C(C#N)=C(N)O2 (configuration not stated)
25%	-22%	5%	i	-25%	6%	-1%	3%	4%	CCC(NC(=O)c1cccc(Cn2nc(C)c([N+](=O)[O-])c2C)c1)c1ccc(C(C)C)cc1 (configuration not stated)
30%	5%	0%	9%	1%	11%	-1%	-23%	3%	COc1ccc(-c2noc(-c3ccc(NC4CCCCC4)c([N+](=O)[O-])c3)n2)cc1
28%	8%	8%	3%	-10%	-4%[57.1 µM]	-2%	28%	1%	Cc1ccc(C(=O)C2CCN(CC(=O)Nc3ccccc3C)CC2)cc1
50%[activator]	-15%	2%	i	1%[11.4 µM]	17%	1%	-12%	28%	CC1=CC(C)(C)n2c(O)c(N=NC(N)=S)c3cccc1c32
-8%	?	-1%	0%	-19%	-6%	12%	-16%	52%[activator]	CCn1c2ccccc2c2cc(N=C3SC(CC(=O)Nc4ccccc4OC)C(=O)N3CCOC)ccc21 (configuration not stated)
42%[activator]	-14%	2%	i	-6%	1%[57.1 µM]	10%	10%[57.4 µM]	1%	CCCCCn1c(C(Cc2ccccc2)NC(=O)COC)nc2ccccc21 (configuration not stated)
40%[activator]	-2%	-18%	i	-22%	-8%	12%	0%	-4%	CCn1nnnc1NC(=O)c1cc(Cl)c(OC)c(Cl)c1
46%[activator]	-3%	10%	-2%	11%	-6%	-1%	-20%	-8%	O=C(COc1ccc(Cl)cc1Br)NNC(=O)C(=O)N1CCCCC1
30%	-20%	0%	-8%	30%	35%[57.1 µM]	5%	0%	1%	CC(=O)Nc1c(NCC(C)C)c2ccccc2oc1=O
8%	-9%	10%	-4%	16%	-3%	15%	16%	-2%	O=C(NCC(=O)N1CCCCCCC1)c1cccc([N+](=O)[O-])c1
32%	4%	-1%	-14%	?	-2%[57.1 µM]	1%	-11%	3%	c1ccc(CCNc2ncnc3sccc23)nc1
18%	-20%	3%	2%	12%	4%[57.1 µM]	-4%	-8%	-2%	COc1cccc(C(=O)COC(=O)c2n[nH]c(=O)c3ccccc23)c1
-21%	-19%	-15%	i	-43%	16%[57.1 µM]	1%	-14%	-12%	COc1ccc(NC(=O)COC(=O)Cc2c(F)cccc2Cl)cc1OC
-3%[57 µM]	50µM*	1%	-4%	-6%	31%[57.1 µM]	0%	-18%	7%	Cc1ccc(C)n1-c1c(C(=O)NCCCN2CCN(c3ccc(F)cc3)CC2)sc2ncccc12
20%	-13%	-2%	6%	-1%	?	-1%	5%	3%	COc1cccc(/C=C2\SC(=O)N(CCC(=O)N3CCCCC3CCO)C2=O)c1 (configuration not stated)
21%	-17%	3%	-1%	-1%	-7%	.	-6%	-1%	O=C(CN1C(=O)c2ccccc2C1=O)NC(Cc1ccccc1)C(=O)O (configuration not stated)
-13%	?	8%	6%	26%	26%[57.1 µM]	7%	-21%	-5%	Cc1ccc(S(=O)(=O)N2CCN(S(=O)(=O)c3ccccc3)C2c2ccc(N(C)C)cc2)cc1 (configuration not stated)
5%	-28%	0%	0%	?	13%	-7%	-1%	-1%	Cc1cccc(NC(=O)Nc2cccc(C#N)c2)n1
40%[activator]	-22%	-4%	-8%	-3%	7%	11%	1%	4%	Cc1ccc(/C=N/NC(=O)c2nnn(-c3nonc3N)c2-c2ccccc2)o1
15%	-10%	-4%	-6%	25%	13%	-6%	-5%	-5%	Cc1ccccc1NC(=O)C1CCCN(S(=O)(=O)c2ccc(-n3cnnn3)cc2)C1 (configuration not stated)

Compound activity: PubChem BioAssay, National Center for Advancing Translational Sciences (NCATS)
